# Glioma ERSR ind – ER stress response induction in glioma; actives 0.02% (n = 420,000); Potency, µM, for inactives: top-dose activation, actives largely listed as activators; U87-MG GRP78 promoter luciferase reporter, 16 h; AID 602332; note: potency is the fitted concentration of half-maximal effect; series mostly up to about 76 µM; % of control where 0% means no effect; nearly all actives have a fitted effect of over 35% in size
#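 Stably transfected U87-MG glioma cells carrying a GRP78-based luciferase sensor; 16 h compound incubation. Luminescence end-point read 10 min after Bright-Glo addition at room temperature.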
# TrxR1 substrate – rat thioredoxin reductase 1 substrate activity; purified TrxR1 substrate turnover, NADPH consumption readout; Potency, µM (top dose mostly 114 µM), for inactives: top-dose activity change, negative = substrate turnover; actives 0.01% (n = 390,000); AID 588456; note: potency is the fitted concentration of half-maximal effect; % is set by controls: 0 for no effect and ±100 for the full control effect; nearly all actives have a fitted effect of over 50% in size
# Target sequence (O89049 whole entry, looked up): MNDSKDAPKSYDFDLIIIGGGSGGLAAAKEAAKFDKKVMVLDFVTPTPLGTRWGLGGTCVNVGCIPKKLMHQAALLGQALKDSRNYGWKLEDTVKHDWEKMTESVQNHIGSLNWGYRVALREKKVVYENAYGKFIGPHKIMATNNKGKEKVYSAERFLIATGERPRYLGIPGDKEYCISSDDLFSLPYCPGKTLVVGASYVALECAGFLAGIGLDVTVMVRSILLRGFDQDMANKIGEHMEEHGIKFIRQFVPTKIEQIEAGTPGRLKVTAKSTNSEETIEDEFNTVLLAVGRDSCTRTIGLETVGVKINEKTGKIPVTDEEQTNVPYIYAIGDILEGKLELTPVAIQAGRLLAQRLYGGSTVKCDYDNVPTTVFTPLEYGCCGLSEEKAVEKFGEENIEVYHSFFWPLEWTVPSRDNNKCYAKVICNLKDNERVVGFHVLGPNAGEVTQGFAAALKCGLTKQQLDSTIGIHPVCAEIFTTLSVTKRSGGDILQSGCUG
#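 Rat TrxR1, dispensed at 90 nM, was prereduced with 400 uM NADPH (final) for 5 min at ~22 deg C, then incubated with compound 15 min before 400 uM selenite. A first-read NADPH fluorescence drop versus no-compound background flagged substrates.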
# PI4K2A inh – blocks human PI4K2A kinase activity | activity change, negative = inhibition, % at 76.9 µM | purified PI4K2A, ADP-Glo luminescence, 1 h; hits give low values | Q9BTU6 | AID 1346378 | actives 0.13% (n = 420,000); in the data active = activity change below about -50%; inconclusive = mostly about -30% to -49%;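 note: -100% = wells without enzyme as full effect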
#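 Compounds are screened against recombinant PI4K2A using PI as substrate and ATP, the latter dispensed at 300 microM. Reactions run one hour at ambient temperature before ADP-Glo detection; full inhibition defined by wells lacking enzyme.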
# LDHA block – inhibitors of human lactate dehydrogenase A; P00338; purified LDHA, NADH/diaphorase-resazurin fluorescence; hits give low values; activity change, % (values are at about 110 or 230 µM); actives 0.15% (n = 480,000); in the data active = activity change below about -30%; inconclusive = mostly about -25% to -30%;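 note: plate controls were DMSO wells for no effect and wells without enzyme for full effect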
#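 Human LDH5 at 2 nM final in Tris HCl pH 7.4 with 0.06 mM NADH and 0.2 mM pyruvate, reacted 5 minutes at room temperature. Remaining NADH coupled via diaphorase/resazurin; resorufin fluorescence read at 0 and 20 minutes, normalized to enzyme-free and DMSO wells.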
# USP1-UAF1 inh – blocks the human USP1/UAF1 deubiquitinase complex. O94782. recombinant USP1/UAF1, Ub-Rhodamine cleavage fluorescence. Potency, µM (series often up to 57.1 µM), inactives show at the highest dose activity change, negative = inhibition, most hits filed as inhibitors. actives 0.23% (n = 390,000); note: potency is the fitted concentration of half-maximal effect; % is set by controls: 0 for no effect and ±100 for the full control effect; nearly all actives have a fitted effect of over 60% in size; inactives centre near -12
#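 1 nM enzyme complex + cpd, 15 min RT; start with Ub-Rho 150nM final; kinetic fluorescence ex 480/em 540, 6 reads q60 s. Buffer 50mM HEPES pH 7.8, 0.5mM EDTA, 0.1 mg/ml BSA, 1mM TCEP, 0.01% Tween-20.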
# IDH1 R132H inh – human IDH1 R132H inhibition | O75874 | IDH1-R132H enzyme, NADPH consumption, diaphorase/resazurin fluorescence | Potency, µM (highest dose often 76.6 µM), for inactives: top-dose activity change, negative = inhibition, most hits filed as inhibitors | actives 0.093% (n = 390,000) | AID 602179; note: potency is the fitted concentration of half-maximal effect; % is set by controls: 0 for no effect and ±100 for the full control effect; nearly all actives have a fitted effect of over 65% in size
#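 IDH1-R132H (0.5 ug/mL) preincubated 30 min with compound, then NADPH (0.016 mM) and alpha-KG (2 mM) added; 80 min at RT, pH 7.5. Remaining NADPH coupled via diaphorase/resazurin to fluorescence (540/590 nm); concentration-response curves normalized to no-enzyme control.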
# RXFP1 agonist – RXFP1 (human) receptor agonism; Potency, µM (doses to about 57.5 µM), without a hit: at the top dose activation, most hits filed as activators; actives 0.3% (n = 370,000); HEK293T-RXFP1 cAMP TR-FRET, 30 min; response scale: percent of porcine relaxin response, buffer zero; AID 2676; note: potency is the fitted concentration of half-maximal effect; % is set by controls: 0 for no effect and ±100 for the full control effect; nearly all actives have a fitted effect of over 60% in size; many of its hits are not listed in these tables
#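 HEK293 cells stably expressing RXFP1, treated 30 min at 37C with compounds plus PDE4 inhibitor Ro 20174; cAMP measured by HTRF TR-FRET. Normalized to buffer and 29 nM porcine relaxin; EC50 by Hill fit.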
# Vif-APOBEC3F blk – blocks the Vif interaction with APOBEC3F; actives 0.2% (n = 390,000); Potency, µM (top dose mostly 46.1 µM), inactives show at the top dose activity, negative = active; HeLa A3F-eYFP + Vif (tagged APOBEC3F with the HIV-1 protein that degrades it), YFP fluorescence increase; note: potency is the fitted concentration of half-maximal effect; % of control where 0% means no effect; nearly all actives have a fitted effect of over 65% in size
#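 HeLa cells stably expressing A3F-eYFP plus Vif, plated and incubated overnight at 37 deg C, then exposed to compounds overnight at 37 deg C. Blocked degradation read as raised yellow fluorescence (Ex 488/Em 500-530).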
# Vif-APOBEC3G blk – Vif-A3G binding inhibition; Q9HC16; HeLa A3G-eYFP + Vif (tagged APOBEC3G with the HIV-1 protein that degrades it), YFP fluorescence, overnight; Potency, µM (top dose mostly 46.1 µM), without a hit: top-dose activity, negative = active, hits mostly inhibitors; actives 0.076% (n = 410,000);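 note: potency is the fitted concentration of half-maximal effect; % is set by controls: 0 for no effect and ±100 for the full control effect; nearly all actives have a fitted effect of over 60% in size; hits raise eYFP signal because A3G escapes Vif-driven loss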
# Target sequence (Q9HC16 whole entry, looked up): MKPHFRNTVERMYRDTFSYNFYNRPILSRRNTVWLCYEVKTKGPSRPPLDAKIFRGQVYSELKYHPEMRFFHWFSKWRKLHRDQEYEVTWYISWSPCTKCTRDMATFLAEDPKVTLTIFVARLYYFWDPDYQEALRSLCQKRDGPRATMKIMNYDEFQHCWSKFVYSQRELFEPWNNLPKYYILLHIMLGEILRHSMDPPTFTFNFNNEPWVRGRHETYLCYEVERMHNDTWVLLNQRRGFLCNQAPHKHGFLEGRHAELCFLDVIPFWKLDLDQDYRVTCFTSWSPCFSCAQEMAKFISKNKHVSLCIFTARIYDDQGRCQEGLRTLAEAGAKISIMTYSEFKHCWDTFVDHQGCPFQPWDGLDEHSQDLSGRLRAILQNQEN
#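 HeLa cells stably expressing Vif and C-terminally eYFP-tagged A3G, seeded overnight at 37 deg C, then exposed to compound by pintool overnight at 37 deg C. Rise in yellow fluorescence (Ex 488/Em 500-530, Acumen) marks blocked Vif-driven A3G degradation.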
# The depositor's hits bear a star; ? = inconclusive; . = no result given; & = joins results of further samples; [ ] = another dose, or the depositor's remark. Unless noted, calls come from the whole dose curve; as a rule, active = well fitted curve in the direction sought with a large enough effect; inconclusive = small, poorly fitted or top-dose-only effect, or another doubt; inactive = no such curve, though single readings can be large; an effect the other way counts as inactive or inconclusive.
SMILES,Glioma ERSR ind,TrxR1 substrate,PI4K2A inh,LDHA block,USP1-UAF1 inh,IDH1 R132H inh,RXFP1 agonist,Vif-APOBEC3F blk,Vif-APOBEC3G blk
COC(=O)CC(NC(=O)CN1CCN(c2ccc(F)cc2)CC1)c1cccc(F)c1 (stereo not drawn),-4%,-4%[57.1 µM],0,-2,-24%,-2%,5.3%,-2%,0%
O=C(CO)c1c[nH]c2ccccc12,-3%,8%,.,2,.,.,.,.,3%
COC(=O)c1cc(S(=O)(=O)N2CCN(c3cccc(C)c3C)CC2)c[nH]1,-1%,-8%[57.1 µM],1,-5,-16%,-9%,0.9%,-2%,0%
NS(=O)(=O)c1cc(C(=O)NCCc2ccccn2)ccc1Cl,4%,1%,4,-8,-2%,6%,1.3%,2%,-1%
Cn1c(=O)c2ccccc2n2c(=S)[nH]nc12,6%,-11%[57.1 µM],4,-3,-17%,3%,5.4%,-3%,0%
CC(/C=C1\NC(=S)NC1=O)=C\c1ccccc1,-5%,7%[0.0914 µM],-4,-1,-17%,0%,-1.5%,-6%,-1%
Cc1onc(-c2c(F)cccc2Cl)c1C(=O)ONC(=O)c1ccco1,-3%,5%,-2,-2,-26%,-7%,1.6%,3%,1%
COc1ccc(CCn2c(C)cc3c(c2=O)C(c2ccncc2)C(C#N)=C(N)O3)cc1OC (stereo not drawn),-9%,0%,4,-1,-17%,1%,1.2%,-2%,-1%
O=C(CCNC(=O)c1ccccc1Cl)NCC12CC3CC(CC(C3)C1)C2,-5%,-12%,2,-7,-1%,6%,-0.3%,-13%,3%
O=C(Nc1ccccc1N1CCN(C(=O)c2ccccc2)CC1)c1ccc2c(c1)OCO2,-2%,-7%,5,-2,-15%,3%,2.3%,-3%,-5%
COc1ccc2[nH]cc(C(=O)CN3CCCC(C)(C)C3)c2c1,-2%,-5%,4,-1,-22%,0%,-0.2%,0%,0%
N#Cc1nc(-c2cccs2)oc1NCc1ccc(Cl)cc1,0%,215%[activator],-2,-2,-5%,2%,5.1%,-13%,-3%
CC1CCCN(C(=O)C2CCN(Cc3ccc4c(c3)OCO4)CC2)C1 (stereo not drawn),-3%,7%,-1,-7,-5%,0%,1.0%,5%,-1%
O=[N+]([O-])c1cc2c(cc1/C=N/n1c(-c3ccccc3)n[nH]c1=S)OCO2,0%,-1%[57.1 µM],3,-6,0%,-10%,0.9%,0%,-1%
COc1cccc(NC(=O)CSc2nnc3scc(-c4ccc(Cl)cc4)n23)c1,.,-3%,-7,-9,-24%,.,-1.2%,.,.
O=C(CN(C(=O)CSc1nnc(COc2ccccc2)o1)c1ccc(F)cc1)NC1CCCC1,-3%,6%,3,-3,-6%,4%,0.5%,0%,1%
CS(=O)(=O)Nc1ccccc1C(=O)Nc1cc2c(cc1C(=O)O)OCCCO2,-3%,11%,-6,-4,-12%,1%,1.2%,2%,2%
COc1cc2oc(=O)ccc2cc1[C@@H](O)[C@@H]1OC(C)(C)OC1(C)C,-3%,47%[activator][57.1 µM],-2,0,-17%,-5%,0.3%,0%,2%
O=C(CN1C(=O)CCC1=O)Nc1cccc(NC(=O)CN2C(=O)CCC2=O)c1,-4%,-6%,3,-2,-13%,6%,9.6%,2%,1%
Cc1ccc(C)c2[nH]c(=O)c(CN(CC3CCCO3)S(=O)(=O)c3ccc4c(c3)OCCO4)cc12 (stereo not drawn),-5%,12%,0,-3,-4%,-3%,4.3%,-2%,2%
CC(C)NS(=O)(=O)c1ccc(NC(=O)C(C)OC(=O)C2CCC2)cc1 (stereo not drawn),-5%,3%,3,0,-23%,-5%,0.9%,0%,1%
C/C(=N\NC(=S)NC1CCCCC1)c1ccc(Cl)c(Cl)c1,-4%,-5%,-1,-1,-20%,0%,0.0%,?,0%
COc1cccc(CN2CCC(C(=O)N3CCC(C)CC3)CC2)c1,-5%,3%,2,-18,-25%,-1%,1.1%,7%,-2%
CCN(CC)c1ccc(C2NC(=O)NC(C)=C2C(=O)Nc2ccccc2)cc1 (stereo not drawn),1%,-2%,-13,1,-6%,-2%,0.2%,3%,0%
O=C1NC(=Nc2ccc(Cl)cc2)/C(=C/c2ccco2)S1,-1%,2%[57.1 µM],-4,-5,-9%,10%,4.5%,-14%,0%
Cn1c(=O)c(=O)n(C)c2cc(N3CCOCC3)c(NS(=O)(=O)c3ccc(Cl)cc3)cc21,-2%,3%[57.1 µM],-3,18,-20%,-1%,13%,0%,-1%
CCOC(=O)N1CCN(C(=O)c2ccc(NS(C)(=O)=O)cc2)CC1,-5%,-11%,2,1,-3%,-4%,0.6%,-23%,3%
O=C(O)CCn1c(=S)n(CCC(=O)O)c2ccccc21,-1%,1%,5,-2,-15%,0%,7.4%,-9%,0%
CS(=O)(=O)N(CC(=O)NCc1ccco1)c1ccc(OCc2ccccc2)cc1,2%,3%,-1,-1,-9%,3%,1.5%,9%,3%
CCN(CC)C(=O)/C(NC(=O)c1ccccc1)=C(/Sc1ncccn1)c1ccccc1,-4%,-11%,2,-6,-8%,6%,-0.1%,-11%,-1%
Cc1ccc(S(=O)(=O)N2CCC(C(=O)N/N=C/c3ccncc3)CC2)cc1,-2%,4%[57.1 µM],-4,-13,6%,10%,-2.2%,-4%,-1%
COc1ccc(-c2cccc(C(=O)NCC(=O)O)c2)cc1,4%,2%,-5,1,-15%,3%,-1.1%,-7%,0%
COc1ccc(NC(C)=O)cc1NC(=O)CN1CCN(c2ccc(F)cc2)CC1,-1%,-1%[57.1 µM],0,-4,-14%,10%,1.5%,-9%,-1%
Cc1ccc(S(=O)(=O)NC(CC(C)C)C(=O)N2CCOCCOCCOCCOCC2)cc1 (stereo not drawn),-2%,3%[57.1 µM],-2,0,-5%,0%,-0.1%,9%,-4%
Cc1ccccc1C(=O)N1CCC(C(=O)Nc2nc3ccc(F)cc3s2)CC1,-1%,1%,-3,-3,-25%,0%,2.0%,4%,1%
CCS(=O)(=O)N1CCCC(C(=O)NCc2ccc(C)cc2)C1 (stereo not drawn),-6%,10%[57.1 µM],-4,-5,-3%,-8%,-6.4%,-1%,1%
Cc1ccccc1S(=O)(=O)N1C[C@H]2CON(C)[C@H]2C[C@H]1c1cccc(-c2ccccc2)c1,3%,2%,-2,3,-23%,-1%[38.3 µM],.,-2%,-2%
O=C(N/N=C/c1c(O)n(-c2ccc(Cl)cn2)c(=O)c2ccccc12)C1CC1,-3%,10%[57.1 µM],3,7,-22%,6%,0.0%,-19%,-1%
Cc1noc2ncnc(NCc3ccccc3Cl)c12,-4%,0%,-6,-3,-6%,6%,-0.7%,1%,1%
COc1ccc(C)cc1S(=O)(=O)N1CCN(C(=O)c2ncoc2-c2ccccc2F)CC1,-5%,4%[57.1 µM],0,-7,-17%,-6%,0.3%,-17%,-2%
FC(F)(F)c1ccccc1NC(=S)N1CCN(Cc2ccc3c(c2)OCO3)CC1,0%,-1%,5,2,-10%,-2%,-2.5%,2%,3%
CC(OC(=O)c1cc(S(=O)(=O)N2CCOCC2)ccc1F)C(=O)NCC1CCCCC1 (stereo not drawn),-2%,8%[57.1 µM],-4,-9,1%,20%,.,7%,-1%
CC(NC(=O)c1ccc2c(c1)N(Cc1cccc(F)c1)C(=O)c1ccccc1S2)c1ccccc1 (stereo not drawn),-5%,-2%[57.1 µM],-1,-9,-21%,-8%,1.0%,0%,0%
Clc1ccccc1N1CCN(c2ncnc3c2c(-c2ccccc2)cn3-c2ccccc2)CC1,-1%,5%[57.1 µM],-4,-3,2%,3%,6.4%,-4%,-2%
COc1cccc(C(=O)CSc2nnc(CNS(=O)(=O)c3ccc(C)cc3)n2C)c1,2%,-8%,6,-1,-14%,4%,2.6%,6%,-1%
Cc1ccc(C(=O)N2CCN(C)CC2)cc1S(=O)(=O)N1CCOCC1,-4%,9%,-7,-4,1%,2%,0.6%,-21%,2%
O=S(=O)(c1ccc(F)c(F)c1)N1CCN(c2ncccn2)CC1,-4%,-2%[57.1 µM],-3,-11,-10%,-1%,1.3%,-9%,-1%
NNC(=O)c1ccc2c(c1)S(=O)(=O)NNC2=O,-2%,9%[57.1 µM],-1,-4,-5%,4%,-0.5%,-3%,1%
CC(C)(C)NC(=O)CC1C[C@H](C(=O)N2CCOCC2)[C@@]2(C)c3[nH]c4ccccc4c3CCN2C1=O (stereo partly drawn),-3%,3%,0,5,-27%,15%,.,-4%,2%
CCOc1ccc(NC(=O)C(CC(=O)O)Cc2ccccc2)cc1 (stereo not drawn),-1%,13%[57.1 µM],-5,-5,5%,-2%,3.3%,9%,1%
CC(=O)N1N=C2c3ccccc3CCC2C1c1ccc(F)cc1 (stereo not drawn),0%,3%[57.1 µM],0,0,?,8%,0.1%,0%,?
COc1cc(CNc2ccc3[nH]c(=O)[nH]c3c2)cc(Br)c1OCc1ccc(F)cc1,-5%&-7%,14%[57.1 µM],4&2,-6&1,?,10%&6%,-0.5%&-3.1%,-10%&-18%,-15%&-12%

# Some of the compounds tested, so the mix of outcomes need not match the whole.
